DRD3 antagonist – antagonists of human D3 dopamine receptor | D3R cells, DiscoveRx beta-arrestin luminescence, antagonist mode; hits give low values | max response, negative = inhibition, % | P35462 | 360,000 compounds, 2.5% hits; in the data active means max response below about -50%; inconclusive means no clear call, values can overlap the other calls; further: on the % scale 0 is the no-effect control and ±100 the full control effect; mostly tested at two doses, the higher about 12 µM
Target sequence (P35462 whole entry, looked up): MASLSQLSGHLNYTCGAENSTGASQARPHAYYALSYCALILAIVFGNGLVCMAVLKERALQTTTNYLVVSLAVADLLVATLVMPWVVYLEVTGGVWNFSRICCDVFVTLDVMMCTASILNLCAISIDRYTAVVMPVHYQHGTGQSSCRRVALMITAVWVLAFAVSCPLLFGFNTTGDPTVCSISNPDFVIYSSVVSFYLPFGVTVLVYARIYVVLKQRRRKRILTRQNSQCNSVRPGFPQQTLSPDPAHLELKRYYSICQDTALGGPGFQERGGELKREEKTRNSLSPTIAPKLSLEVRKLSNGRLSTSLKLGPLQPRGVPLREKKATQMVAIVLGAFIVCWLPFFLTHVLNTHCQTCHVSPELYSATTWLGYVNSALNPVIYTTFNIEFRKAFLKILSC
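Cells plated overnight at 1500 cells/well, then exposed to library compounds with dopamine controls for 90 minutes at 37 degrees C. DiscoveRx reagent added for 30–60 minutes at room temperature; luminescence read, quantitative HTS format.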
GLP1R ag – agonists of human GLP-1 receptor. HEK293 GLP-1R CRE-luciferase, luminescence, 4-6 h; cells express a hypersensitive GLP-1R form. 380,000 compounds, 0.007% hits. Potency, µM (doses to about 45.6 µM), for inactives: at the top dose activation, usual class: activators; further: potency means the concentration at half of the fitted maximal effect; % of control where 0% means no effect
Target sequence (P43220 whole entry, looked up): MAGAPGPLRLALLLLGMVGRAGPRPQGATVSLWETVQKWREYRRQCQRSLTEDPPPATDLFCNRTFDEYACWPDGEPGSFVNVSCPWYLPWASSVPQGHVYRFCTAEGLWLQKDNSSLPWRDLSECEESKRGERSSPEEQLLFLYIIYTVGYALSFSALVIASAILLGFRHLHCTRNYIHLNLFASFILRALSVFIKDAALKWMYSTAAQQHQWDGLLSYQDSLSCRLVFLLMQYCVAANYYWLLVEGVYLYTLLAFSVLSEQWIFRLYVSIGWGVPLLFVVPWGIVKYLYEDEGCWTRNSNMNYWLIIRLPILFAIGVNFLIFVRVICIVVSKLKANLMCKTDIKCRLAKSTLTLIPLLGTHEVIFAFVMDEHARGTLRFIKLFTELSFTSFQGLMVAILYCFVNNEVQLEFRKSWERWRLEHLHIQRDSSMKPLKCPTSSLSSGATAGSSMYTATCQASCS
KB-3-1 cytotox – KB-3-1 parental cell cytotoxicity; Potency, µM (top dose mostly 46.1 µM), for inactives: at the highest dose activity change, negative = cytotoxic, actives largely listed as cytotoxic; KB-3-1 viability, CellTiter-Glo ATP luminescence, 72 h; 400,000 compounds, 1.4% hits; AID 1347075; further: potency means the concentration at half of the fitted maximal effect; on the % scale 0 is the no-effect control and ±100 the full control effect; nearly all actives have a fitted effect of over 60% in size
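KB-3-1 cells, DMEM (no phenol red) + 10% FBS; compound by pin transfer, 72 h, 37 °C. Readout: CellTiter-Glo luminescence after 10 min. Data normalized, curve-fitted.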
IL-1B inflam inh – inflammasome signaling inhibition, IL-1 beta readout; 360,000 compounds, 4.7% hits; THP-1 LPS/ATP IL-1B secretion, AlphaLISA, 16 h; hits give low values; activity change, % at 57.5 µM; AID 743279; in the data active means activity change below about -50%; inconclusive means mostly about -30% to -49%; further: on the % scale 0 is the no-effect control and ±100 the full control effect
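THP-1 cells pretreated 1 hr with compounds (up to 57.5 uM final), then stimulated with LPS (250 ng/mL final) plus ATP (1.25 mM final); secreted IL-1B measured by AlphaLISA after 16 hr, decreased signal indicating inhibition.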
HT1080NT lethal – kills 2HG-producing HT-1080-NT fibrosarcoma cells | HT-1080-NT fibrosarcoma viability, CellTiter-Glo ATP luminescence, 48 h | Potency, µM (titrated, usually from 46.1 µM), for the others: at the highest dose activity, negative = less viability, hits mostly cytotoxic | 360,000 compounds, 1.6% hits | AID 686970;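 further: NT is the 2HG producing partner of a matched IDH1 knockdown line; potency means the concentration at half of the fitted maximal effect; 0% = DMSO-treated cells and -100% = media-only wells without cells; nearly all actives have a fitted effect of over 55% in size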
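Read-out is CellTiter-Glo luminescence after 10 minutes at room temperature, following 48 hours' compound treatment of HT-1080-NT cells (750 cells/well, RPMI, 5% FBS, 37 degrees C).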
DRD3 agonist – agonists of human D3 dopamine receptor; D3R DiscoveRx beta-arrestin cells, luminescence, 90 min; 410,000 compounds, 0.58% hits; AID 652048; P35462; max activation, %; in the data active means max activation above about 30%; further: 0% is about no effect; mostly tested at two doses, the higher about 12 µM
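Agonist mode: compounds and dopamine controls were applied to plated cells for 90 min at 37 degrees C after an overnight attachment at 1500 cells/well. Luminescent read-out followed 30 - 60 minutes at room temperature with DiscoveRx detection reagent.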
SW480 rerep – induces DNA re-replication in SW480 colon adenocarcinoma cells; SW480 DNA re-replication, Hoechst DNA content imaging, 48 h; Potency, µM (highest dose often 46.1 µM), without a hit: at the highest dose re-replication activation, usual class: activators; 340,000 compounds, 1.8% hits; AID 624297; further: potency means the concentration at half of the fitted maximal effect; % of control where 0% means no effect; nearly all actives have a fitted effect of over 55% in size
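SW480 cells exposed to compounds for 48 hr at 37 C, 5% CO2, then Hoechst-stained 40 min. Nuclear DNA content imaged by fluorescence scanning (405 nm excitation, 500-530 nm emission); re-replication scored as increased high-intensity nuclei.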
KB-V1 MDR tox – kills drug-selected multidrug resistant KB-V1 cells; 400,000 compounds, 3.4% hits; Potency, µM (titrated, usually from 46.1 µM), for inactives: top-dose activity change, negative = cytotoxicity, hits mostly cytotoxic; KB-V1 MDR cells viability, CellTiter-Glo, 72 h; further: potency means the concentration at half of the fitted maximal effect; on the % scale 0 is the no-effect control and ±100 the full control effect; nearly all actives have a fitted effect of over 60% in size
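Luminescent ATP read-out (CellTiter-Glo, 10 min) measures survival of drug-selected KB-V1 MDR cells after 72 h, 37 degrees C compound exposure. Medium: phenol-red-free DMEM, 10% FBS. Values from fitted concentration-response curves.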
HT1080 IDH1KD tx – kills HT-1080 cells with IDH1 knockdown. HT-1080 IDH1 knockdown viability, ATP luminescence, 48 h. 360,000 compounds, 2% hits. AID 686971. Potency, µM (doses to about 46.1 µM), without a hit: at the highest dose activity, negative = toxicity, actives largely listed as cytotoxic;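 further: potency means the concentration at half of the fitted maximal effect; 0% = DMSO wells and -100% = cell-free medium wells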
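Viability of IDH1-knockdown HT-1080 fibrosarcoma cells was assessed by CellTiter-Glo after 48 h at 37 °C with titrated compound; concentration-effect curves were classified by fit quality and response size.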
Starred values were filed as active, the others as inactive; ? = inconclusive; . = not tested or not shown; [ ] = remark or other dose. Unless noted, the call rests on the fitted dose curve; in most records, active means well fitted curve in the direction sought with a large enough effect; inconclusive means small, poorly fitted or top-dose-only effect, or another doubt; inactive means no such curve, though single readings can be large; an effect the other way counts as inactive or inconclusive. Outcome played no part in choosing rows; 12% or so of the library scored in one or more.

Preview, 4 compounds:
cpd | SMILES | DRD3 antagonist | GLP1R ag | KB-3-1 cytotox | IL-1B inflam inh | HT1080NT lethal | DRD3 agonist | SW480 rerep | KB-V1 MDR tox | HT1080 IDH1KD tx
1 | COc1ccc(O)c(/C=N/NC(=O)c2c(C)nnn2-c2nonc2N)c1 | -3 | 2% | -24% | 38 | ? | 0 | 7.3µM* | -17% | ?
2 | COc1ccccc1CN1CC(C(=O)NCc2cc(C)on2)CCC1=O (centres undefined) | 19 | -4% | -7% | 15 | 12% | 1 | -8% | -1% | 7%
3 | COc1cccc(/C=C/C(=O)OCC(=O)c2ccccc2)c1OC | 1 | 16% | -1% | 18 | 2% | 2 | -6% | 3% | 0%
4 | CC1CCCCN1CCNC(=O)c1ccc2c(=O)n(CCc3ccccc3)c(=O)[nH]c2c1 (centres undefined) | -19 | 5% | 21µM* | 1 | -18% | -3 | 21% | -3% | 0%

Results (from the top)
cpd | SMILES | DRD3 antagonist | GLP1R ag | KB-3-1 cytotox | IL-1B inflam inh | HT1080NT lethal | DRD3 agonist | SW480 rerep | KB-V1 MDR tox | HT1080 IDH1KD tx
1 | COc1ccc(O)c(/C=N/NC(=O)c2c(C)nnn2-c2nonc2N)c1 | -3 | 2% | -24% | 38 | ? | 0 | 7.3µM* | -17% | ?
2 | COc1ccccc1CN1CC(C(=O)NCc2cc(C)on2)CCC1=O (centres undefined) | 19 | -4% | -7% | 15 | 12% | 1 | -8% | -1% | 7%
3 | COc1cccc(/C=C/C(=O)OCC(=O)c2ccccc2)c1OC | 1 | 16% | -1% | 18 | 2% | 2 | -6% | 3% | 0%
4 | CC1CCCCN1CCNC(=O)c1ccc2c(=O)n(CCc3ccccc3)c(=O)[nH]c2c1 (centres undefined) | -19 | 5% | 21µM* | 1 | -18% | -3 | 21% | -3% | 0%
5 | c1ccc(-c2ccccc2OCCOCCN2CCOCC2)cc1 | 0 | -4% | 2% | 8 | -16% | -3 | 3% | -10% | 0%
6 | O=C(Nc1nonc1NC(=O)c1cccs1)c1cccs1 | -5 | 6% | ? | 1 | -19% | -12 | -3% | 10µM* | -21%
7 | COc1ccc(O)c(/C=N\NC(=O)CCn2nnc3ccccc32)c1 | 7 | 0% | 0% | 78 | ? | 6 | ? | 0% | ?
8 | CCOC(=O)NC(=O)c1cn(CCNCCO)c(=O)[nH]c1=O | 14 | 3% | 12% | 13 | 13% | -1 | -2% | 1% | 12%
9 | CCNC(=O)COC(=O)C1CCC(=O)N(c2ccc(OC)cc2)C1c1ccc(OC)cc1 (centres undefined) | -12 | 1% | 12% | 7 | 2% | 1 | 1% | 1% | 3%
10 | COc1ccccc1NC(=O)Cn1nc(C(F)(F)F)c2c1CCCC2 | -1 | 7% | -19% | 8 | -6% | -38 | 1% | 21µM* | -2%
11 | Cc1c(C)c2ccc(OCC(=O)Nc3ccc(N4CCC(C)CC4)cc3)cc2oc1=O | 18 | -5% | -1% | -9 | 11% | 1 | -1% | 4% | 5%
12 | CCCCCCCCNc1nc(Cl)nc(NCc2ccco2)n1 | -18 | 0% | 26% | 10 | 11% | -17 | 0% | 17% | 16%
13 | CCCCNc1ccc2c3c(cccc13)C(=O)N(CCCC)C2=O | 18 | 9% | -11% | -22 | ? | 16 | 21µM* | ? | ?
14 | CC1=C(C(=O)Nc2ccc(C)cc2C)C(c2cccn2C)n2ncnc2N1 (centres undefined) | . | -1% | 14% | . | . | 5 | . | ? | .
15 | O=C(CNC(=O)c1ccncc1)N/N=C/c1ccc(Br)cc1 | -7 | -5% | -12% | 85 | -1% | -2 | ? | 4% | 28%
16 | CCOC1OC(=O)C(Cl)=C1Nc1ccc(C)cc1C (centres undefined) | -26 | -2% | ? | -30 | -3% | -12 | -6% | 0% | 2%
17 | COc1cccc(C(NC(C)=O)c2nc(/C=C/c3ccccc3)cs2)c1 (centres undefined) | 0 | -2% | 0% | -15 | 0% | -5 | . | -14% | 19%
18 | Cc1cc(-c2ccco2)n(CC(=O)NCCCc2ccccc2)n1 | 13 | 5% | ? | 5 | 13% | 7 | 0% | 4% | 13%
19 | CCn1nc(C(=O)Nc2cccc(C(F)(F)F)c2)c(Cl)c1Cl | 18 | 7% | -8% | 13 | 11% | 3 | -3% | 0% | 11%
20 | CCn1c2ccccc2c2cc(NC(=O)CSc3nnc(-c4cccc(C)c4)o3)ccc21 | -20 | -13% | 23µM* | 0 | -3% | 1 | ? | ? | -2%
21 | CCc1nc2c(OCCOc3ccc(F)cc3)cccn2c1N(C)C(=O)c1ccccc1F | 9 | -2% | 0% | -12 | -11% | 6 | . | -15% | -6%
22 | COc1cccc(-c2nc(NC3CCCC3)c3ccccc3n2)c1O | 24 | -9% | -4% | 0 | ? | 3 | 1% | -1% | ?
23 | Cc1cc(NC(=O)CCC(=O)N(Cc2ccco2)C2(C(=O)NC3CCCCC3)CCCC(C)C2)no1 (centres undefined) | 3 | 11% | -9% | -7 | -10% | -4 | 11% | ? | -16%
24 | Cc1cc(NC(=O)CCC(=O)N(Cc2ccco2)C2(C(=O)NC3CCCC3)CCC(C)CC2)no1 (centres undefined) | -1 | 5% | -2% | ? | 0% | -5 | 2% | ? | -9%
25 | Cc1ccc(-c2nc3nc(C)cc(N4CCN(c5cccc(C)c5)C(C)C4)n3n2)cc1 (centres undefined) | . | 0% | 3% | . | . | 21 | . | -14% | .

Not a retest: entries from further up.
cpd | SMILES | DRD3 antagonist | GLP1R ag | KB-3-1 cytotox | IL-1B inflam inh | HT1080NT lethal | DRD3 agonist | SW480 rerep | KB-V1 MDR tox | HT1080 IDH1KD tx
13 | CCCCNc1ccc2c3c(cccc13)C(=O)N(CCCC)C2=O | 18 | 9% | -11% | -22 | ? | 16 | 21µM* | ? | ?
14 | CC1=C(C(=O)Nc2ccc(C)cc2C)C(c2cccn2C)n2ncnc2N1 (centres undefined) | . | -1% | 14% | . | . | 5 | . | ? | .

Further results follow.
cpd | SMILES | DRD3 antagonist | GLP1R ag | KB-3-1 cytotox | IL-1B inflam inh | HT1080NT lethal | DRD3 agonist | SW480 rerep | KB-V1 MDR tox | HT1080 IDH1KD tx
26 | CCOc1ccc2oc(C(=O)N3CCCN(C)CC3)c(C)c2c1 | 3 | -1% | -6% | -5 | -4% | -9 | -3% | 6% | 6%
27 | CC1=NN(C(=O)CCCc2ccccc2)C(O)(C(F)(F)F)C1 (centres undefined) | 6 | 8% | -4% | 16 | 0% | 3 | -1% | 2% | -2%
28 | COc1ccc(/C=C/C(=O)NCC(=O)n2nc(C)cc2C)cc1 | -26 | 4% | -3% | 52 | -7% | -2 | -10% | 22% | -2%
29 | COc1ccc(/C=C2\SC(=S)N(CCCC(=O)NNC(=O)c3ccccc3O)C2=O)cc1 | -13 | 0% | -24% | 69 | ? | 3 | 30% | ? | -29%
30 | CCc1nnc(NC(=O)C2Cc3ccccc3CN2S(=O)(=O)CC)s1 (centres undefined) | -29 | -2% | 2% | -1 | 12% | 4 | 1% | -25% | -20%
31 | COc1ccc(C(=O)CC(=O)C(=O)Nc2cccc(C(C)=O)c2)cc1 | 8 | 7% | 10% | 26 | 5% | 6 | 2% | 0% | 8%
32 | O=C(NCc1ccco1)c1ccc([N+](=O)[O-])cc1Cl | 1 | 0% | 3% | 15 | 7% | 3 | -8% | -15% | 3%
33 | Cc1ccc(-n2ncc3c2CC(C)(C)CC3NC(=O)CN2CCCC2=O)cc1 (centres undefined) | -1 | -4% | 5% | -6 | 0% | 20 | 0% | -11% | 0%
34 | Cc1ccc(-c2nc(N)s[n+]2-c2ccccc2)cc1 | 12 | -1% | 1% | -5 | 3% | -3 | -9% | -9% | 6%
35 | O=C(Cc1ccc(Cl)cc1)Nc1ncc([N+](=O)[O-])s1 | -11 | -1% | -3% | 33 | ? | 1 | -4% | ? | ?
36 | Cc1ccccc1OCC(=O)NNC(=S)NC(=O)c1ccco1 | 12 | -13% | ? | 76 | ? | -14 | ? | -20% | 8.9µM*
37 | C#CCOCCOCCOCCNc1nc(N2CCN(C(=O)CCCCCCCCCCNC(=O)[C@H](CCCCN)n3cc(CCO)nn3)CC2)nc(N2CCN(C(=O)CCCCCCCCCCNC(=O)[C@@H]([C@H](C)O)n3cc(C)nn3)CC2)n1 | 1 | 14% | 0% | -71* | -15% | 1 | -15%[9.22 µM] | ? | -29%
38 | Cc1ccc(S(=O)(=O)N2CCC(C(=O)OCC(=O)N3CC(=O)Nc4ccccc43)CC2)cc1 | -21 | 2% | 9% | 28 | -2% | -3 | -3% | -4% | -2%
39 | COc1ccc(C(=O)N2CCN(c3ccccc3)CC2)cc1S(=O)(=O)NC1CC1 | 9 | -4% | 7% | 2 | -1% | -3 | -9% | -12% | -1%
40 | O=C(Nc1ccc2oc(-c3ccc4ccccc4c3)nc2c1)c1ccc2c(c1)OCCO2 | -14 | -6% | -3% | 1 | ? | 5 | ? | 2.6µM* | ?
41 | CCCCNC(=O)CN(c1cccc(Br)c1)S(C)(=O)=O | 0 | 8% | 3% | 0 | 0% | 5 | 2% | ? | 0%
42 | NC(=O)C(=O)NCCCN1CCOCC1 | 1 | 2% | -2% | 33 | 2% | 1 | ? | 7% | -1%
43 | CC(=O)N1CCN(c2ccc(NCc3ccc(-c4cccc(Cl)c4)o3)cc2)CC1 | . | 13% | -12% | . | . | . | ? | 1% | .
44 | COc1c(C)cc(Br)cc1C(=O)Nc1cccc(NC(=O)c2ccco2)c1 | 11 | 0% | 3% | -27 | -1% | -10 | -2% | 3.3µM* | 9%
45 | O=C(Cn1ncc2c3ccccc3n(Cc3ccccc3)c2c1=O)NCCCN1CCOCC1 | 9 | -5% | 8% | -10 | 3% | -15 | -3% | 2% | 3%
46 | CC(Oc1ccc(Cl)cc1Cl)C(=O)Nn1cnnc1 (centres undefined) | -28 | -9% | 2% | 0 | 15% | -1 | 1% | 5% | 12%

Screens deposited in PubChem BioAssay by National Center for Advancing Translational Sciences (NCATS).
